Bioassay records deposited in PubChem BioAssay by several laboratories.
LYP act: LYP phosphatase activators, primary screen, biochemical, DiFMUP fluorescence, 2 µM; Tyrosine-protein phosphatase non-receptor type 22 (Homo sapiens), Q9Y2R2; recombinant LYP; 0 = plate median, 100 = signal doubled; activation, % at 2 µM; actives 0.11% (n = 96,000); AID 697, 2007;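 active = activation at 2 µM above a set limit, the mean plus 5 SD, cut at about 37% in these data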
hDAT+cocaine: changed hDAT dopamine uptake under cocaine IC80, either direction, primary screen, cocaine antagonist project, cell-based, LLC-PK1 hDAT, [14C]-dopamine uptake, MLSMR; LLC-PK1 hDAT cells, [14C]-dopamine uptake with cocaine IC80; actives deviate in either direction; B-score at 10 µM; actives 1.3% (n = 110,000); AID 449768, 2010;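 active = Z score or B-score, a plate-position-corrected score, falls beyond the plate's 99.7% confidence bounds, in either direction; inactive = both scores lie inside the 99.7% bounds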;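 note: scored against the spread of the other compound wells on the same plate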
Target sequence (Q01959 whole entry, looked up): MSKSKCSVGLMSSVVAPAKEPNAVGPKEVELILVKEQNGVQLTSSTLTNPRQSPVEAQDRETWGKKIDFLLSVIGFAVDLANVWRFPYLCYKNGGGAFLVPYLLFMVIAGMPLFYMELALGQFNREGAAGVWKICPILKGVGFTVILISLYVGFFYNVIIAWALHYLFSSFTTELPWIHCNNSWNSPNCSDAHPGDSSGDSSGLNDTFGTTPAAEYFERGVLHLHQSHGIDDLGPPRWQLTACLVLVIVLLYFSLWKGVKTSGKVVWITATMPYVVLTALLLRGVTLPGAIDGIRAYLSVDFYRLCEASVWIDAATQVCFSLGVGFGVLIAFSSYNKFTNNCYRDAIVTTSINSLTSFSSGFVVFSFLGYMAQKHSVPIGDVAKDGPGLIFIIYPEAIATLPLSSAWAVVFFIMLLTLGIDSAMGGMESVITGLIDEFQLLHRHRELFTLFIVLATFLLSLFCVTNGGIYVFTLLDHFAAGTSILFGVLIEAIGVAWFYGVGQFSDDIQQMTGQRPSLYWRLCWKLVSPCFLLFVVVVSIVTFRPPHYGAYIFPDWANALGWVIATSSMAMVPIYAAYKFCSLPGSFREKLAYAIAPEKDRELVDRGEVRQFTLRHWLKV
PostGolgi yeast: phenotypic screen on post-Golgi transport, primary screen; post-Golgi transport phenotypic cell assay; AID 739, 2007; inhibition, % at 10 µM; actives 0.9% (n = 98,000);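 note: yeast cells grown in 1536-well plates; yeast grown about 18 h at 30C before absorbance read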
Ecoli WT expand: growth inhibitors of wild-type E. coli, primary screen, strain BW25113, expanded library, OD600. AID 710, 2007. growth inhibition, % at 100 µM. actives 0.15% (n = 98,000). OD600 absorbance;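 active = growth inhibition above about 50% at one test dose, limit read from the data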;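 note: growth measured after 20 h incubation at 37 °C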
CYP2C9 inhib: blockers of cytochrome P450 2C9 activity – biochemical, luminescence, ADME assay, primary screen; P11712; CYP2C9 Supersomes, luciferin-H conversion; inhibition, % at 5 µM; actives 20% (n = 96,000);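 active = blocking of liver enzyme CYP2C9 beyond about 50% at 5 µM, limit read from the data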; note: values of inactives mirror those of a sister screen read the other way
Target sequence (P11712 whole entry, looked up): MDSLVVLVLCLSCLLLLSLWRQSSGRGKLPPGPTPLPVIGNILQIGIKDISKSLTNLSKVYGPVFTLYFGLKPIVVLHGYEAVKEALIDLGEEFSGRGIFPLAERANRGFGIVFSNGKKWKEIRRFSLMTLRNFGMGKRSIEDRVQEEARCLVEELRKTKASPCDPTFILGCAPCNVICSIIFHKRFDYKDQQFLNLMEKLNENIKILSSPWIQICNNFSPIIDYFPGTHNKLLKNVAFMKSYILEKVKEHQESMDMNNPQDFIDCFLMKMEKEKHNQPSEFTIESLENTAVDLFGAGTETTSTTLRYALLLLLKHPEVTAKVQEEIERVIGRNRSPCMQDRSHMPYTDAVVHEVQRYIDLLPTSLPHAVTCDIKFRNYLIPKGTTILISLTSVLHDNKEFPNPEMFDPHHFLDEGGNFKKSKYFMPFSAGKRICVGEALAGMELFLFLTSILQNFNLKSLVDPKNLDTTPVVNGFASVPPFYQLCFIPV
PostGolgi ctrl: growth inhibition of yeast control strain, primary screen, counter-screen for post-Golgi transport modulator project; AID 738, 2007; efflux-deficient yeast background strain, growth absorbance A615, 16 h; actives 5% (n = 98,000); inhibition, % at 10 µM
Pyk2 oligo antag: antagonists of Pyk2 self-association, primary screen, Q293 cells, FERM NanoBiT luminescence, HTS | z-score (the deposit names both 25 µM and 10 µM) | hits give low values | AID 1347419, 2020 | actives 0.83% (n = 99,000) | Protein-tyrosine kinase 2-beta (Homo sapiens), Q14289;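 active = Z-score of -3 or lower, scaled per plate to the spread of control and sample wells; inactive = z-score above -3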;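 note: negative z-score means lost luminescence so less FERM oligomerization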
LYP inh 2: PTPN22 phosphatase inhibitors, primary screen, biochemical, DiFMUP fluorescence, 2 µM | Tyrosine-protein phosphatase non-receptor type 22 (Homo sapiens), Q9Y2R2 | recombinant LYP catalytic domain | inhibition, % at 2 µM | actives 0.21% (n = 96,000);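 active = inhibition at 2 µM at or above a set limit, the screen mean plus 3 SD, cut at about 24% in these data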;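 note: 0% = DMSO with enzyme and 100% = enzyme fully blocked by orthovanadate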
CYP2C9 act: human CYP2C9 activators, primary screen, biochemical, luminescence; activation factor at 5 µM; actives 1.4% (n = 96,000); recombinant CYP2C9, luciferin-H conversion; hits give high values; factor 1 = untreated enzyme, 0 = blocked;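 active = activation factor of 2 or more for CYP2C9 at a 5 µM dose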;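 note: 0 = sulfaphenazole-blocked wells and 1 = vehicle-only wells; values of inactives mirror those of a sister screen read the other way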
* hit, by the source's call; . = no result given. Cut-off read from the data, not from the text of the source, unless noted: active = inhibition above about 30%; inactive = the rest.

SMILES	LYP act	hDAT+cocaine	PostGolgi yeast	Ecoli WT expand	CYP2C9 inhib	PostGolgi ctrl	Pyk2 oligo antag	LYP inh 2	CYP2C9 act
O=c1c(-c2nnc(SCc3ccc(Cl)c(Cl)c3)o2)cccn1Cc1ccccc1	-20	2	8	-25	56*	54*	-0.14	22	0.4
CCc1ccc(NC(=O)CS(=O)CC(=O)NC(C)CCc2ccco2)cc1 (centres undefined)	.	-1.2	4	-2	.	8	0.85	.	.
CC1Cc2ccccc2N1C(=O)CN1CCc2ccccc2C1 (centres undefined)	.	-0.96	12	9	36	5	1.7	.	0.6
O=C(CCNS(=O)(=O)c1ccc(Cl)cc1)NCc1ccccn1	-3	-0.55	-7	5	-22	4	0.02	6	1.2
O=C1CC(SC(=Nc2ccccc2)Nc2ccccc2)C(=O)N1c1cccc(Cl)c1 (centres undefined)	-5	-1.1	5	-9	43	33*	-2.4	8	0.6
CCOC(=O)C1CCN(C(=O)CS(=O)Cc2nc(-c3ccc(C)cc3)oc2C)CC1 (centres undefined)	-2	0.079	0	5	67*	-1	.	0	0.3
O=C(Nc1ccccn1)c1cccnc1	0	-0.024	0	4	-5	-3	-0.64	-1	1
O=C(CCl)Nc1cccn2ncnc12	3	-0.078	7	19	-33	5	-0.06	-2	1.3
C=CCc1cccc(CNc2nc3ccccc3n2CC)c1O	2	1.6	7	13	-106	9	-2.4	2	2.1*
Cc1ccc(CNC(=O)C2C3C=CC4(CN(Cc5cccnc5)C(=O)C24)O3)cc1 (centres undefined)	-6	-0.017	-1	-6	-17	-4	0.08	6	1.2
COc1cc(C2N(c3ccc(Cl)cc3)C(=O)C3CCCN32)cc(OC)c1OC (centres undefined)	0	0.0092	2	1	-12	13	.	-3	1.1
CC(C)(C)c1ccc(C2CC2C(=O)N/N=C\c2cc3ccccc3nc2Cl)cc1 (centres undefined)	-13	1.7	-7	-11	62*	28	-0.41	16	0.4
COc1ccc(C(=O)c2ccc(N(C)C)cc2)c2ccccc12	-2	-1	.	.	.	.	-1	0	.
CCN(C#N)c1nc(NC(C)C)nc(NC(C)C)n1	10	0.0098	-6	0	73*	7	0.33	-16	0.3
O=C(NCc1ccccc1)C(C(=O)c1ccc(F)cc1)n1ccccc1=O (centres undefined)	-8	-0.087	-6	-2	14	-1	0.07	10	0.9
C/C(N)=C(/C#N)C(=O)COC(=O)CCC1CCCC1	-6	-0.44	-7	4	16	1	0.26	8	0.8
COC(=O)Cc1[nH]nc2c1C1(CCSCC1)C(C#N)=C(N)O2	0	0.46	-16	2	13	6	0.98	-4	0.9
CC(C)CC(=O)NC(=S)Nc1ccccn1	-2	-0.18	8	0	9	4	-0.14	4	0.9
CCCCC(=O)C1CCN(Cc2ccccc2)CC1	.	-0.16	-2	8	-4	6	0.93	.	1
CCc1nc(NCC2CCCO2)c(C#N)c2c1COC(C)(C)C2 (centres undefined)	3	-0.02	0	1	.	14	-0.28	-7	.

Reprinted at random: 2 compounds from above, in no set order.
SMILES	LYP act	hDAT+cocaine	PostGolgi yeast	Ecoli WT expand	CYP2C9 inhib	PostGolgi ctrl	Pyk2 oligo antag	LYP inh 2	CYP2C9 act
COc1cc(C2N(c3ccc(Cl)cc3)C(=O)C3CCCN32)cc(OC)c1OC (centres undefined)	0	0.0092	2	1	-12	13	.	-3	1.1
COc1ccc(C(=O)c2ccc(N(C)C)cc2)c2ccccc12	-2	-1	.	.	.	.	-1	0	.

(cont.)
SMILES	LYP act	hDAT+cocaine	PostGolgi yeast	Ecoli WT expand	CYP2C9 inhib	PostGolgi ctrl	Pyk2 oligo antag	LYP inh 2	CYP2C9 act
Cc1c(NC(=O)CSc2nnnn2-c2ccc(O)cc2)c(=O)n(-c2ccccc2)n1C	-6	-0.74	-2	0	-59	10	0.34	9	1.6
COc1ccccc1N1CCN(C(=O)CCCn2c(=O)[nH]c3ccsc3c2=O)CC1	2	1.1	-2	-6	12	-1	.	-4	0.9
Cc1occc1-c1nnc(SCC(=O)N2c3ccccc3CCc3ccccc32)n1C	-3	-0.14	-1	1	32	17	-0.19	1	0.7
Cc1ccc(S(=O)(=O)NCC(=O)N(CCc2ccccc2)CC(=O)NCc2ccco2)cc1	2	0.081	-2	6	53*	2	1.4	-1	0.5
O=C(O)c1ccccc1NS(=O)(=O)c1cccc(C(F)(F)F)c1	5	-0.23	-7	-7	51*	-3	0.29	-7	0.5
Cc1noc(C)c1C(=O)NCCc1ccccc1	14	0.61	-15	0	-8	-5	0.81	-13	1.1
CCOc1ccc(N2CC(C(=O)Nc3cccc(C)c3C)CC2=O)cc1 (centres undefined)	-1	-0.65	-8	-11	34	4	0.39	-2	0.7
O=C(CN1C(=O)NC2(CCCC2)C1=O)NCCC1=CCCCC1	11	-0.36	2	3	1	3	0.46	-8	1
O=C(O)c1ccc(CN(c2ccccn2)S(=O)(=O)c2ccccc2)cc1	5	0.28	16	-2	-5	14	0.31	-8	1
COc1ccc(C(C#N)C2(C)OCCO2)cc1OC (centres undefined)	-1	-0.0048	-2	1	27	2	1	0	0.7
Cc1nc2cc(NCc3nc4ccccc4n3Cc3ccccc3)ccc2n1C	-5	.	18	6	28	7	0.97	4	0.7
Clc1ccc(CON/C=N/c2ncnc3sccc23)c(Cl)c1	-2	-1.1	-7	-19	22	17	2	8	0.8
CCOCCCNC(=O)CN1CCN(Cc2ccccc2C)C1=O	8	0.0095	-20	1	-1	13	.	-9	1
COc1ccc(-c2onc(C)c2-c2ccc(C(=O)OC(C)C)o2)c(O)c1	-9	0.055	0	-3	98*	37*	-2.4	9	0
COc1ccc(C2CC(C(F)(F)F)n3nc(C(=O)O)cc3N2)cc1OC (centres undefined)	-2	0.86	-2	-3	42	7	-1	2	0.6
O=c1cc(CNC2CCCCC2)c2ccccc2[nH]1	-9	-1	5	4	-2	4	-0.18	7	1
Cc1ccc(S(=O)(=O)NCC(=O)N(CC(=O)NC2CCCCC2)CC2CCCO2)cc1 (centres undefined)	-5	-0.048	1	-4	14	6	0.86	6	0.9
COc1cc(C)ccc1OCCOCCOc1c(C)cc(C)cc1Br	-2	1.6	-9	-4	.	19	-0.29	2	.
NC(=O)CSc1nc2cc3c(cc2c(=O)n1CCCC(=O)NCc1ccc2c(c1)OCO2)OCO3	6	0.04	0	8	74*	-5	-1.1	0	0.3
c1ccc(-n2c(SCc3nc(-c4cccs4)no3)nnc2-c2ccco2)cc1	-3	0.18	-5	-8	92*	34*	-1.8	0	0.1
CNc1nc(SCc2ccccc2Cl)nc2c1CCCC2	.	-0.25	17	-9	90*	45*	-1.1	.	0.1
Cc1nc2ccc(NC(=O)NCc3ccco3)cc2s1	-4	0.66	0	10	8	-9	0.02	1	0.9
O=c1[nH]c(-c2ccccc2O)nc2c1CCCC2	.	-0.51	4	-16	18	16	1.9	.	0.8
CC(=O)C1=C(C)NC(SCC(=O)c2ccc(Cl)cc2Cl)=C(C#N)C1c1ccco1 (centres undefined)	-10	1.5	6	-12	100*	34*	-0.38	10	0
c1ccc(-c2cnnc(N3CCOCC3)n2)cc1	-7	-0.36	-3	12	7	6	-0.76	7	0.9
Cc1csc2nc(CNS(=O)(=O)c3ccc4c(c3)OCCO4)cn12	2	0.49	-1	5	-14	11	.	-6	1.1
COc1ccc(NC(=O)CN(c2ccc(C)cc2)S(=O)(=O)c2c(C)nn(C)c2C)cc1OC	-10	-0.2	-2	2	9	1	0.35	8	0.9
CC(C)C(NC(=O)C1CCCCC1)C(=O)NCc1ccccn1 (centres undefined)	-1	-1.7	21	-1	-12	6	0.16	-2	1.1
CC(C)Cc1cc(C(=O)Nc2sc3c(c2C#N)CCC3)no1	6	-0.36	-10	-4	5	1	.	-9	1
Cc1ccccc1/[N+]([O-])=C/c1ccncc1	5	-1.8	-1	1	12	22	0.25	-8	0.9

An excerpt from the list above, for reference:
SMILES	LYP act	hDAT+cocaine	PostGolgi yeast	Ecoli WT expand	CYP2C9 inhib	PostGolgi ctrl	Pyk2 oligo antag	LYP inh 2	CYP2C9 act
CNc1nc(SCc2ccccc2Cl)nc2c1CCCC2	.	-0.25	17	-9	90*	45*	-1.1	.	0.1
Cc1nc2ccc(NC(=O)NCc3ccco3)cc2s1	-4	0.66	0	10	8	-9	0.02	1	0.9

Later entries:
SMILES	LYP act	hDAT+cocaine	PostGolgi yeast	Ecoli WT expand	CYP2C9 inhib	PostGolgi ctrl	Pyk2 oligo antag	LYP inh 2	CYP2C9 act
COCCOC(=O)C1=C(C)NC2=C(C(=O)CC(c3cccs3)C2)C1c1ccsc1 (centres undefined)	1	0.31	1	-5	60*	9	-2	-3	0.4
O=C(NCc1ccccc1)C1C(=O)N(Cc2ccccc2)C(=O)C1C1(O)CCCC1 (centres undefined)	.	1.4	-4	-9	34	7	-0.16	.	0.7
C=CCOC(=O)Nc1c(C(=O)OC)[nH]c2ccccc12	-10	0.89	-6	-6	8	18	1	9	0.9
Cn1c(=O)c2c(nc(SCCN3CCOCC3)n2Cc2ccccc2)n(C)c1=O	0	1.5	.	.	.	.	-0.06	-3	.
C/C(=C1\SC(N2CCOCC2)=NC1=O)c1ccc(C)cc1	-4	0.42	-8	1	44	24	-0.29	4	0.6
COc1ccc2c(c1)c1nc3ccccc3nc1n2CC(=O)OC(C)C	-7	0.39	-5	-4	2	1	-0.52	7	1
O=C(NC12CC3CC(CC(C3)C1)C2)c1ccc(=O)oc1	-8	-0.17	-1	-10	-13	9	1.8	7	1.1
COc1ccc2nc(-c3cccc(N)c3)[nH]c2c1	0	0.68	.	.	.	.	-0.45	-2	.
Cn1c(N)c(C(=O)COC(=O)C2(c3ccccc3F)CCCC2)c(=O)n(C)c1=O	10	-0.69	1	2	39	7	0.38	-11	0.6
Cc1nc2cccc(C)n2c(=O)c1Cl	5	-0.78	-8	7	-14	4	-0.52	-4	1.1
Cc1ccc(/C=c2\sc3nc(-c4ccccc4Br)nn3c2=O)o1	-1	.	-1	1	-21	8	0.17	4	1.2
O=c1cc2[nH]c3ccccc3c(=O)n2nc1-c1ccccc1	1	0.0035	4	-6	71*	3	-3.1*	2	0.3
Oc1sc(C=Nc2ccc(F)cc2)c2ccccc12	0	0.22	7	-11	0	5	-1.2	1	1
CCOC(=O)N1CCN(C(=O)c2cnn3c(C)c(Cc4ccc(C)cc4)c(C)nc23)CC1	11	.	5	2	36	1	0.22	-12	0.6
CSc1nc2sc3c(c2c(=O)n1C)CCCC3	.	-1.3	10	-15	-4	8	-0.36	.	1
COc1ccc(C)cc1NC(=O)CN(C)S(=O)(=O)c1cccs1	-4	-0.36	-1	2	-134	7	-0.01	4	2.3*
COC(=O)c1ccc(C(=O)OC)c(NC(=O)COC(=O)C2CC2C)c1 (centres undefined)	1	0.77	3	-11	80*	5	-0.18	-5	0.2
CN1CCc2c(sc3nc(SCC(N)=O)n(-c4ccccc4)c(=O)c23)C1	.	-0.99	-2	-2	16	25	-0.15	.	0.8
COc1cccc(NC(=O)CN2CCN(c3ccc(F)cc3)CC2)c1	-3	-2.5*	1	-2	33	0	2.1	3	0.7
COc1cc2c(cc1OC)-c1nncn1C(C)(C)C2	-1	-0.027	3	-2	-1	2	2.1	2	1
COc1ccc(S(=O)(=O)N2CCCN(Cc3cccc(F)c3)CC2)cc1	3	0.073	2	6	-55	45*	-0.45	-2	1.6

By substructure, the entries above containing a CF3 group.
SMILES	LYP act	hDAT+cocaine	PostGolgi yeast	Ecoli WT expand	CYP2C9 inhib	PostGolgi ctrl	Pyk2 oligo antag	LYP inh 2	CYP2C9 act
O=C(O)c1ccccc1NS(=O)(=O)c1cccc(C(F)(F)F)c1	5	-0.23	-7	-7	51*	-3	0.29	-7	0.5
COc1ccc(C2CC(C(F)(F)F)n3nc(C(=O)O)cc3N2)cc1OC (centres undefined)	-2	0.86	-2	-3	42	7	-1	2	0.6
